Casp6 inh: blocks human caspase-6 cleavage activity. inhibition, % at 12.5 µM. hit rate 0.53% among 350,000. P55212. purified caspase-6, Z-VEID-R110 cleavage fluorescence. AID 686996;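 active = mean inhibition across replicates at least about 35%, with every replicate also reaching that limit, limit read from the data; inconclusive = only one of the two criteria met; inactive = neither criterion met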;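 note: 0% = median of neutral control wells and 100% = no fluorescence left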
esBAF inh: blocks esBAF chromatin remodeling in mouse ES cells | hit rate 2% among 350,000 | reporter increase, % at 12.5 µM | Bmi1-luciferase knock-in reporter, 24 h; 100% = twice the neutral-well signal | AID 602393; in the data active = activation above about 40%; inconclusive = no clear call, values can overlap the other calls;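 note: 0% = median of the plate's neutral control wells and 100% = double that signal; a rise in the Bmi1 reporter signal indicates esBAF inhibition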
RAD54 branch: inhibitors of human RAD54 branch migration. hit rate 0.14% among 360,000. Q92698. RAD54 Holliday junction branch migration, FAM/BHQ fluorescence. inhibition, % at 10.4 µM;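 active = mean normalized replicate activity at least 40 and at least half of replicates scoring 40 or more; inconclusive = only one of the two criteria met; inactive = mean below 40 and under half of replicates reaching 40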;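 note: 0% = median of neutral control wells and 100% = median of positive control wells; inhibitors cause a drop in the FAM fluorescence signal; in these data hits start at about 50%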
ERp5 block: blocks human ERp5 reductase activity on insulin; Q15084; ERp5 insulin aggregation, absorbance 650 nm, 90 min; inhibition, % at 9.99 µM; hit rate 0.05% among 350,000; AID 651711;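 active = mean replicate inhibition above about 25%, with every replicate also reaching it, limit read from the data, passing the limit was not always enough; inconclusive = only one of those two criteria met; inactive = neither criterion met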
Target sequence (Q15084 whole entry, looked up): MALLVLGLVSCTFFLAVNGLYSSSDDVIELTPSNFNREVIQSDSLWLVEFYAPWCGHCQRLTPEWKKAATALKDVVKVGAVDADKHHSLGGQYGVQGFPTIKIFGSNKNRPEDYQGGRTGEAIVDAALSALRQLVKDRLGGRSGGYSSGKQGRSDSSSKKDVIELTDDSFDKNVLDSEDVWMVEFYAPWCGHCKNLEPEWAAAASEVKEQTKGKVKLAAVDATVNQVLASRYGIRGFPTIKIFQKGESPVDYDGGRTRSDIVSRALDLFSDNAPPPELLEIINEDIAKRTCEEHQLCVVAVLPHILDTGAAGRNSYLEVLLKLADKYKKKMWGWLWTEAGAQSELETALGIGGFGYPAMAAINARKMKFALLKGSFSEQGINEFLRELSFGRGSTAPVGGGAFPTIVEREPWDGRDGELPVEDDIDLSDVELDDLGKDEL
E-sel inducer: E-selectin induction on HUVECs. HUVEC E-selectin immunofluorescence imaging; normalized: neutral wells 0, TNF-alpha wells 100. activation, % at 7.58 µM. hit rate 0.37% among 260,000. AID 686992;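 active = mean E-selectin-positive cell signal at least 10% of the positive control, reached in at least 60% of replicates, without over 20% cell loss; inconclusive = no rule given, readout overlaps actives, possibly toxicity-flagged; inactive = the rest, including those meeting only one limit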;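 note: in these data hits start at about 27%; measured in HUVEC primary endothelial cells; signal is the percent of cells scored E-selectin positive by PE staining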
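Read-out basis: % PE-positive cells; Test system: HUVEC primary endothelial cells; Technique: immunofluorescence imaging; Dosing: single-point compound dose.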
ARNT TACC3 PPI: ARNT/TACC3 interaction disruption; Q9Y6A5; AlphaScreen His-ARNT PAS-B/GST-TACC3 binding, luminescence; TACC3 fragment carries E629A point mutation; inhibition, % at 9.99 µM; hit rate 0.66% among 390,000; AID 623870;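 active = mean inhibition of replicates at least 50% and at least half of replicates each reaching 50%; inconclusive = half or more replicates reach 50% but mean below 50%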;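 note: 0% = complete ARNT plus TACC3 wells and 100% = ARNT alone without TACC3; many hits fall short of the cut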
PglD DTNB: inhibitors of Campylobacter jejuni PglD acetyltransferase; purified PglD enzyme, DTNB colorimetric CoA detection; inhibition, % at 12.5 µM; hit rate 0.098% among 360,000; in the data active = inhibition above about 16%, passing the limit was not always enough; inconclusive = no clear call, values can overlap the other calls; note: strong numbers were not always called active
RAD52 anneal inh: RAD52 (human) annealing inhibition | P43351 | recombinant RAD52 DNA annealing, FRET fluorescence | hit rate 0.46% among 360,000 | inhibition, % at 18.7 µM;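 active = every replicate showing at least 50% inhibition; inconclusive = mean inhibition at least 50% but not in every replicate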
Numbers without * were called inactive; ? = inconclusive; . = no result given.

Values run as follows: RAD54 branch, esBAF inh, RAD52 anneal inh, PglD DTNB, E-sel inducer, Casp6 inh, ERp5 block, ARNT TACC3 PPI
O=C(c1[nH]ncc1[N+](=O)[O-])N1CCOCC1
 : -4.5, ., -4.6, 1.9, ., 0.8, -2.0, .
Nc1cc(S(=O)(=O)Nc2cc(Cl)ccc2Cl)ccc1N1CCOCC1
 : -12.8, 10.8, -6.3, 0.2, ., -0.9, 1.1, 30.9
O=C(CN1CCN(Cc2ccccc2Cl)C1=O)NCc1cccnc1
 : ., -4.0, 1.9, -1.3, 1.4, 2.3, -3.9, -5.9
O=C(CCCCCn1c(=O)[nH]c2ccsc2c1=O)NCc1ccc(F)cc1
 : -5.5, -0.2, ., -3.5, ., ., ., 0.1
CCCNC(=O)c1nc(C)c(C)nc1C(=O)Nc1cccc(Cl)c1
 : -15.8, -2.6, -12.2, 1.7, -1.4, -2.3, -0.8, -7.0
COc1ccc(C)cc1S(=O)(=O)N1CCN(C)CC1c1ccccc1 (stereo not given)
 : 0.7, -3.2, -10.1, -2.8, -0.3, -3.3, 6.3, 7.3
CC(C)C(=O)Nc1ccc2c(c1)C(=O)N(C)[C@@H]1CC[C@H](CC(=O)NCc3cccc(F)c3)O[C@H]1CO2
 : -9.1, -1.0, ., 1.3, 0.3, ., ., -8.2
CCc1cccc(NS(=O)(=O)c2csc(C(N)=O)c2)c1
 : -8.6, 5.7, -9.8, 5.6, 0.1, -2.6, -1.1, -6.8
COc1ccc(C(=O)/C=C(\C)NCc2ccc3c(c2)OCO3)cc1
 : 0.4, -4.8, ., -3.1, ., ., ., -0.3
COc1ccccc1N1CCN(C(=O)CCCCn2c(=O)[nH]c3ccsc3c2=O)CC1
 : 7.2, -3.6, -15.3, 0.7, -0.2, -2.3, 4.7, -13.0
C[C@@H]1CN([C@H](C)CO)C(=O)Cc2cc(NC(=O)Cc3ccccc3)ccc2O[C@H]1CN(C)C(=O)Nc1cccc2ccccc12
 : -4.9, -2.8, -4.7, 0.6, ?, 3.3, 2.9, 29.2
OCC1(Cc2ccc(F)cc2)CCCN(CCc2ccccc2)C1 (stereo not given)
 : 5.8, 4.3, -8.9, -2.3, ., 1.6, -1.4, 1.2
CCNC(=O)c1ccccc1SCC(=O)Nc1ccc(F)cc1
 : 1.2, -7.2, -10.9, 3.6, -0.1, -0.6, -4.0, 2.2
O=C(C[n+]1cccc(C(=O)Nc2ccccc2)c1)c1ccccc1
 : ., ., 5.7, ., -0.1, -7.7, -4.2, .

Looked up above.
RAD52 anneal inh result of C[C@@H]1CN([C@H](C)CO)C(=O)Cc2cc(NC(=O)Cc3ccccc3)ccc2O[C@H]1CN(C)C(=O)Nc1cccc2ccccc12 : -4.7
RAD52 anneal inh result of CCCNC(=O)c1nc(C)c(C)nc1C(=O)Nc1cccc(Cl)c1 : -12.2

Quoted at random: 3 records from the list
Values run as follows: RAD54 branch, esBAF inh, RAD52 anneal inh, PglD DTNB, E-sel inducer, Casp6 inh, ERp5 block, ARNT TACC3 PPI
Nc1cc(S(=O)(=O)Nc2cc(Cl)ccc2Cl)ccc1N1CCOCC1
 : -12.8, 10.8, -6.3, 0.2, ., -0.9, 1.1, 30.9
OCC1(Cc2ccc(F)cc2)CCCN(CCc2ccccc2)C1 (stereo not given)
 : 5.8, 4.3, -8.9, -2.3, ., 1.6, -1.4, 1.2
O=C(CN1CCN(Cc2ccccc2Cl)C1=O)NCc1cccnc1
 : ., -4.0, 1.9, -1.3, 1.4, 2.3, -3.9, -5.9

3 structures already listed, ordered by formula weight, largest number first.
Values run as follows: RAD54 branch, esBAF inh, RAD52 anneal inh, PglD DTNB, E-sel inducer, Casp6 inh, ERp5 block, ARNT TACC3 PPI
COc1ccccc1N1CCN(C(=O)CCCCn2c(=O)[nH]c3ccsc3c2=O)CC1
 : 7.2, -3.6, -15.3, 0.7, -0.2, -2.3, 4.7, -13.0
O=C(CCCCCn1c(=O)[nH]c2ccsc2c1=O)NCc1ccc(F)cc1
 : -5.5, -0.2, ., -3.5, ., ., ., 0.1
CCCNC(=O)c1nc(C)c(C)nc1C(=O)Nc1cccc(Cl)c1
 : -15.8, -2.6, -12.2, 1.7, -1.4, -2.3, -0.8, -7.0

Ordered by the number under ERp5 block (highest first): 5 of the compounds above
| Molecule | ERp5 block |
| --- | --- |
| COc1ccc(C)cc1S(=O)(=O)N1CCN(C)CC1c1ccccc1 (stereo not given) | 6.3 |
| CCCNC(=O)c1nc(C)c(C)nc1C(=O)Nc1cccc(Cl)c1 | -0.8 |
| CCc1cccc(NS(=O)(=O)c2csc(C(N)=O)c2)c1 | -1.1 |
| O=C(c1[nH]ncc1[N+](=O)[O-])N1CCOCC1 | -2.0 |
| O=C(C[n+]1cccc(C(=O)Nc2ccccc2)c1)c1ccccc1 | -4.2 |

Screening results: PubChem BioAssay, Broad Institute
